B2AR arrestin: beta2AR (human) beta-arrestin recruitment activity. P07550. beta-arrestin recruitment to beta2AR, cell-based reporter. Potency, µM (series often up to 46.1 µM), for the others: at the top dose activation, most hits filed as activators. hit rate 0.02% among 330,000;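 further: potency means the concentration at half of the fitted maximal effect; 0% = DMSO controls and full agonism = EC100 isoproterenol or metaproterenol; nearly all actives have a fitted effect of over 65% in size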
TRPV1 ag: human TRPV1 agonism; activation, % at 8.33 µM; AID 540275; TRPV1-expressing cells, Fluo-8 calcium influx, agonist mode; Q8NER1; hit rate 0.19% among 320,000; in the data active means activation above about 80%; inconclusive means between about 30% and that limit; further: 0% is about no effect
Target sequence (Q8NER1 whole entry, looked up): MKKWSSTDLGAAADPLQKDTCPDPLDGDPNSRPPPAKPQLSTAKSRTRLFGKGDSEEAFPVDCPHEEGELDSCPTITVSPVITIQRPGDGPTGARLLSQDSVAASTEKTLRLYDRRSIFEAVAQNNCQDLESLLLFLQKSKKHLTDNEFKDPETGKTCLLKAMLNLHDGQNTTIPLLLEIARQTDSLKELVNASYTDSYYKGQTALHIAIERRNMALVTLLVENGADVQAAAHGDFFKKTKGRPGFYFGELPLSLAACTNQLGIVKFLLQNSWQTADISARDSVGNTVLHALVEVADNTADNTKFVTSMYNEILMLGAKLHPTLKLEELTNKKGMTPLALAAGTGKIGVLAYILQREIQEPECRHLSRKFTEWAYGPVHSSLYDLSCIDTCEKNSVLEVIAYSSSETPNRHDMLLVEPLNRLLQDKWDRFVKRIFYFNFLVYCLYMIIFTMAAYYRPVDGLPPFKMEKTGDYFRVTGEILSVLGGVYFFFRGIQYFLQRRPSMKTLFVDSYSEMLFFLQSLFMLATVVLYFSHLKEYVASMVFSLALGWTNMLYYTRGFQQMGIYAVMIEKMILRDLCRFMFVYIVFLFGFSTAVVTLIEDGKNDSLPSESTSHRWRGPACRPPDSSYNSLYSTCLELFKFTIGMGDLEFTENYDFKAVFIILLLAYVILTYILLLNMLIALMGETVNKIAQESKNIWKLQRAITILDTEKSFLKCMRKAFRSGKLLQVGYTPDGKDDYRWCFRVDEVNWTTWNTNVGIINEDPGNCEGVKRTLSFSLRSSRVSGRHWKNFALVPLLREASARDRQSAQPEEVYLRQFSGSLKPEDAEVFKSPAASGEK
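TRPV1-expressing cells were cultured overnight at 35.5C and loaded with Fluo-8 calcium dye for 40 to 90 min at room temperature. After a 10 s baseline, compound was added and calcium influx was read kinetically for 3 min (ex 480/em 520 nm).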
BRCA1 expr up: BRCA1 expression activation | MCF7-BRCA1-FFLuc reporter, luminescence, 48 h; response scale: scaled: vehicle 0%, 10 µM genistein 100% | Potency, µM (series often up to 46.1 µM), without a hit: at the highest dose activation, hits mostly activators | hit rate 1.1% among 380,000 | AID 624202; further: potency means the concentration at half of the fitted maximal effect; nearly all actives have a fitted effect of over 80% in size; some results filed as inactive show a strong effect at the top dose
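Luminescence from a BRCA1-driven firefly luciferase in MCF7 cells was read after 48 h compound exposure at 37 C. Data normalized against DMSO and a 10microM genistein activation control, then curve-fitted across the titration.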
TCR act: T cell receptor activation | 330,000 tested, under 10 active | primary human leukocytes, anti-CD3, IL-2 HTRF, 48 h | AID 504894 | Potency, µM (highest dose often 9.22 µM), for inactives: top-dose activation of IL-2 secretion, most hits filed as activators; further: % of control where 0% means no effect
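Activity was scored as IL-2 release from primary human leukocytes given only a TCR signal (a-CD3 beads) plus compound for 48 hr. Detection used a two-antibody HTRF format read at 665nm.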
PTAP TSG101 blk: blocks PTAP/TSG101 interaction to inhibit HIV-1 budding. Q99816. Fluorescence polarization, FITC-PTAP peptide / Tsg101 binding. Potency, µM (doses to about 115 µM), without a hit: top-dose activity change, negative = inhibition, usual class: inhibitors. 340,000 tested, under 10 active. AID 493005; active means well fitted inhibition curve with a large enough effect in the main read-out, with a control signal flat, not every such curve was filed as active; inconclusive means small, poorly fitted or top-dose-only effect, or effect the other way, or a change in a side signal; inactive means no such curve, though single readings can be large or run the other way; further: potency means the concentration at half of the fitted maximal effect; % of control where 0% means no effect
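Tsg101 binding domain (10 uM final) was mixed with compound and a FITC-labeled PTAP peptide (50 nM final) in HEPES pH 7.5 buffer with NaCl, Tween 20, EDTA and TCEP; fluorescence polarization was read after 20 min at r.t.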
A-T KAP1 phos: potential ataxia-telangiectasia treatments restoring KAP-1 phosphorylation. […] A-T fibroblasts, KAP-1 phosphorylation AlphaLISA; neocarzinostatin DNA damage 30 min before lysis. Potency, µM (series often up to 57.5 µM), for the others: at the top dose activation, actives largely listed as activators. hit rate 0.19% among 320,000; further: potency means the concentration at half of the fitted maximal effect; % of control where 0% means no effect; nearly all actives have a fitted effect of over 45% in size
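ATM-like activity read as KAP-1 phosphorylation via AlphaLISA donor/acceptor antibody pairs after lysis and 6 hr at 25C. Cells were ATM-null patient fibroblasts ([…], hTERT), dosed 60 min, then exposed to the DSB inducer NCS for 30 min.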
CXXC DNA block: MLL CXXC-DNA interaction inhibition | Q03164 | MLL-CXXC / FITC-HOXA9 DNA fluorescence polarization | Potency, µM (series often up to 115 µM), for the others: top-dose activity change, negative = inhibition, usual class: inhibitors | hit rate 0.037% among 290,000 | AID 2662; active means well fitted inhibition curve with a large enough effect in the polarisation, with a control signal flat, not every such curve was filed as active; inconclusive means small, poorly fitted or top-dose-only effect, or effect the other way, or a change in a side signal; inactive means no such curve, though single readings can be large or run the other way; the % refers to the polarisation; further: potency means the concentration at half of the fitted maximal effect
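Fluorescence polarization: 7 uM MLL-CXXC (stock) preincubated 5 min with compounds, then 50 nM fluorescein-HOX-A9 DNA (stock) added; 30 min ambient. Buffer 50 mM Tris-HCl pH 7.5, 50 mM NaCl, 1 mM DTT, 0.05% BSA.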
a7 integrin act: integrin-mediated muscular dystrophy alleviation activation; alpha7betagal myoblasts, beta-gal FDG fluorescence, 48 h; hit rate 0.064% among 350,000; Potency, µM (top dose mostly 38.3 µM), for inactives: top-dose activation, usual class: activators;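 further: potency means the concentration at half of the fitted maximal effect; 100% = response of the positive control SU9516; nearly all actives have a fitted effect of over 60% in size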
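alpha7betagal+/- myoblasts (passage 13, 250/well) treated 48 h at 37C with compounds at 1:260 dilution of DMSO stock. Lysed, then beta-galactosidase activity read as FDG fluorescence (ex 480/em 540) after 30 min, with pre-read for autofluorescence.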
ELG1 repair inh: blocks ELG1-dependent DNA repair in HEK293T cells; AID 504467; hit rate 2.3% among 330,000; HEK293T ELG1-luciferase reporter, luminescence, 16 h; DNA damage induced by 5-fluorouridine; Potency, µM (doses to about 46.1 µM), for the others: at the top dose activity change, negative = inhibition, actives largely listed as inhibitors; further: potency means the concentration at half of the fitted maximal effect; on the % scale 0 is the no-effect control and ±100 the full control effect; nearly all actives have a fitted effect of over 55% in size
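Luminescence from the luciferase reporter, measured 30 min after ONE-Glo reagent at room temperature, was the read-out. Beforehand, 2,000 cells per well were exposed for 16 hr at 37 °C to 5-fluorouridine together with compound or vehicle.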
p53 reactivator: re-activators of mutant p53 | AID 504706 | Potency, µM (titrated, usually from 92.2 µM), for the others: at the highest dose activity change, positive = activation, actives largely listed as activators | H1299 p53-A138V BP100-luciferase reporter, luminescence, 24 h | hit rate 0.063% among 320,000; further: potency means the concentration at half of the fitted maximal effect; % of control where 0% means no effect; nearly all actives have a fitted effect of over 45% in size
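H1299 (p53-null), stable ts p53-A138V + BP100-Luc; 1000 cells/well, Opti-MEM/10% FBS; cpd 4 pt, 1:5; 24 h, 37 deg C, 5% CO2; detection reagent 10 min RT; luminescence.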
Starred values were filed as active, the others as inactive; ? = inconclusive; nt = not tested or not shown; [ ] = remark or other dose. Unless noted, the call rests on the fitted dose curve; in most records, active means well fitted curve in the direction sought with a large enough effect; inconclusive means small, poorly fitted or top-dose-only effect, or another doubt; inactive means no such curve, though single readings can be large; an effect the other way counts as inactive or inconclusive.

Order of values: B2AR arrestin, TRPV1 ag, BRCA1 expr up, TCR act, PTAP TSG101 blk, A-T KAP1 phos, CXXC DNA block, a7 integrin act, ELG1 repair inh, p53 reactivator
1) CCCCNS(=O)(=O)c1ccc2nc(-c3cccnc3)cc(C(=O)NCC(OC)OC)c2c1
→ -0.3%, 3, -17%, 4%, 1%, 1%, 20%, 17%, -1%, -4%
2) Cc1nc(SCC(=O)OCc2ccccc2)c2c(=O)n(C)c(=O)n(C)c2n1
→ -0.2%, 9, 18%, 1%, -4%, 3%, 0%, -6%, ?, 11%
3) CC(=O)c1cccc(Nc2cc(C)nc3c(C)cc(C)cc23)c1
→ 0.0%, -1, -46%, 3%[46.1 µM], -2%, 4%, 8%, -31%, 13%, -13%
4) CCN(C(=O)CSc1nc2ccc(C)cc2[nH]1)C1CCS(=O)(=O)C1 (configuration not stated)
→ 0.3%, nt, -7%, 1%, -4%, -11%, nt, 5%, ?, 0%
5) CC1=CC(C)(C)N2C(=O)C3(C(C#N)=C(N)OC4=C3C(=O)CCC4)c3c(C)c(C)cc1c32 (configuration not stated)
→ 0.1%, 2, -45%, -7%, -10%, -5%, -7%, -15%, -5%, -11%
6) O=C(NC(=S)NCCC1=CCCCC1)c1ccco1
→ 8.1%, ?, 20%, nt, 1%, 5%, 3%, -22%, ?, 6%
7) N#Cc1c(C(F)(F)F)cc(-c2ccc(F)cc2)nc1SCC(=O)O
→ 0.3%, 1, -44%, -22%, -3%, 0%, -3%, -2%, -2%, -2%
8) COc1ccc(/C=C/C(=O)NC2CCCCCC2)cc1S(=O)(=O)N1CCOCC1
→ -0.6%, 4, 71%, 6%, 1%, -2%, 10%, -17%, ?, ?
9) COc1ccccc1N(C(=O)c1ccncc1)c1nc(-c2ccc([N+](=O)[O-])cc2)cs1
→ -1.1%, -6, -6%, 5%[46.1 µM], -2%, -3%, -2%, -17%, ?, -6%
10) Cc1cccc(N2CCN(C(=O)c3c(-c4ccccc4)noc3C)CC2)c1C
→ -0.3%, 2, -53%, 1%, -8%, 16%, -6%, 12%, ?, -1%
11) COc1ccccc1N1CCN(C2CCCN(S(=O)(=O)c3cccc(Cl)c3)C2)CC1 (configuration not stated)
→ -0.9%, 0, -31%, 1%, nt, 3%, -2%, 2%, ?, 22%
12) COc1ccc(CNC(=O)CSc2nc(-c3ccccc3)cc(-c3cccs3)c2C#N)cc1
→ -0.4%, 0, -16%, -1%, -4%, -4%, 9%, -7%, ?, 3%
13) Cc1ccc(NC(=O)CC2S/C(=N/c3nccs3)N(C)C2=O)c(C)c1 (configuration not stated)
→ -0.6%, 19, -12%, 2%, -6%, -3%, 11%, 16%, -9%, -2%
14) O=C(CCNS(=O)(=O)c1ccc2c(c1)CCC(=O)N2)Nc1ccc(F)c(F)c1
→ -1.4%, 0, -3%, 3%, -2%, 2%, 3%, 0%, ?, -9%
15) COc1cccc(/C=C2\SC(=S)N(CCCC(=O)N(CCO)c3ccccc3)C2=O)c1
→ 0.5%, 4, -91%, 6%, 0%, 7%, 27%, -72%[inhibitor], ?, -6%
16) COc1ccccc1C(=O)NC1CC(C)(C)NC(C)(C)C1
→ 0.5%, 1, 7%, -1%, 1%, -3%, -5%, 4%, 1%, nt
17) CCOc1ccc(C2c3[nH]c4ccccc4c3CCN2C(=O)Cn2cncn2)cc1 (configuration not stated)
→ 0.8%, -3, -12%, -5%, -2%, -1%, 1%, -1%, -20%, -4%
18) Cc1[nH]nc(NCCO)c1[N+](=O)[O-]
→ 0.1%, 0, -16%, nt, -1%, 0%, 4%, -14%, ?, 0%
19) O=C(NCC(=O)N1CCN(c2ccccc2F)CC1)c1ccc(Br)o1
→ -0.6%, 1, 16%, -10%, -1%, -1%, nt, 1%, 12%, 4%
20) O=C(CSc1nnc(-c2ccncc2)n1Cc1ccco1)c1ccc(Cl)cc1
→ -0.3%, 1, 13%, 1%, -1%, -5%, 10%, -13%, ?, -4%
21) CCOC(=O)c1[nH]c2ccccc2c1NC(=O)Nc1ccc(OC)cc1
→ -0.2%, 2, -39%, 2%, -4%, 0%, 86%[activator], -7%, 0%, ?

Eleven of these compounds in a different format.
(8) COc1ccc(/C=C/C(=O)NC2CCCCCC2)cc1S(=O)(=O)N1CCOCC1
(9) COc1ccccc1N(C(=O)c1ccncc1)c1nc(-c2ccc([N+](=O)[O-])cc2)cs1
(10) Cc1cccc(N2CCN(C(=O)c3c(-c4ccccc4)noc3C)CC2)c1C
(11) COc1ccccc1N1CCN(C2CCCN(S(=O)(=O)c3cccc(Cl)c3)C2)CC1 (configuration not stated)
(12) COc1ccc(CNC(=O)CSc2nc(-c3ccccc3)cc(-c3cccs3)c2C#N)cc1
(13) Cc1ccc(NC(=O)CC2S/C(=N/c3nccs3)N(C)C2=O)c(C)c1 (configuration not stated)
(14) O=C(CCNS(=O)(=O)c1ccc2c(c1)CCC(=O)N2)Nc1ccc(F)c(F)c1
(15) COc1cccc(/C=C2\SC(=S)N(CCCC(=O)N(CCO)c3ccccc3)C2=O)c1
(16) COc1ccccc1C(=O)NC1CC(C)(C)NC(C)(C)C1
(17) CCOc1ccc(C2c3[nH]c4ccccc4c3CCN2C(=O)Cn2cncn2)cc1 (configuration not stated)
(18) Cc1[nH]nc(NCCO)c1[N+](=O)[O-]
Assay by compound	8	9	10	11	12	13	14	15	16	17	18
B2AR arrestin	-0.6%	-1.1%	-0.3%	-0.9%	-0.4%	-0.6%	-1.4%	0.5%	0.5%	0.8%	0.1%
TRPV1 ag	4	-6	2	0	0	19	0	4	1	-3	0
BRCA1 expr up	71%	-6%	-53%	-31%	-16%	-12%	-3%	-91%	7%	-12%	-16%
TCR act	6%	5%[46.1 µM]	1%	1%	-1%	2%	3%	6%	-1%	-5%	nt
PTAP TSG101 blk	1%	-2%	-8%	nt	-4%	-6%	-2%	0%	1%	-2%	-1%
A-T KAP1 phos	-2%	-3%	16%	3%	-4%	-3%	2%	7%	-3%	-1%	0%
CXXC DNA block	10%	-2%	-6%	-2%	9%	11%	3%	27%	-5%	1%	4%
a7 integrin act	-17%	-17%	12%	2%	-7%	16%	0%	-72%[inhibitor]	4%	-1%	-14%
ELG1 repair inh	?	?	?	?	?	-9%	?	?	1%	-20%	?
p53 reactivator	?	-6%	-1%	22%	3%	-2%	-9%	-6%	nt	-4%	0%

Source: PubChem BioAssay (National Center for Advancing Translational Sciences (NCATS))
